TRPC4 potent – allosterically enhances the mouse TRPC4 cation channel. B-score at 10 µM. Q9QUQ5. HEK293 TRPC4beta/mu-opioid, DAMGO EC20, Fluo-4 Ca2+ flux; hits give high values. 0.42% of 310,000 active;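 active = B-score of calcium response area above 5 SD of library B-scores, with initial fluorescence ratio within 5 SD of library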;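 also: B-score of integrated fluorescence ratio over time as area under calcium response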
MrgX1 allo act – human MrgX1 positive allosteric modulation, primary screen. MrgX1-HEK293, Fluo-4 calcium flux, FDSS; hits give high values. B-score at 10 µM. 0.63% of 310,000 active;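 active = plate-corrected calcium response at least 3 library SD above typical, normal starting fluorescence, not activating the receptor alone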;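 also: compound read alongside a low EC10 to EC30 dose of BAM8-22 agonist; peak minus trough fluorescence over baseline measured at the second addition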
TRPC6 inh – inhibitors of mouse TRPC6 channel; 1.1% of 310,000 active; Q61143; HEK293-TRPC6, membrane potential dye, ACh-evoked depolarization; hits give low values; B-score at 10 µM; AID 2553;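 active = B-score under library mean minus 3 SD, initial fluorescence not abnormally high, positive integrated signal ratio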;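 also: B-score derived from integrated fluorescence ratio over the kinetic read; more negative B-score means stronger inhibition of depolarization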
Target sequence (Q61143 whole entry, looked up): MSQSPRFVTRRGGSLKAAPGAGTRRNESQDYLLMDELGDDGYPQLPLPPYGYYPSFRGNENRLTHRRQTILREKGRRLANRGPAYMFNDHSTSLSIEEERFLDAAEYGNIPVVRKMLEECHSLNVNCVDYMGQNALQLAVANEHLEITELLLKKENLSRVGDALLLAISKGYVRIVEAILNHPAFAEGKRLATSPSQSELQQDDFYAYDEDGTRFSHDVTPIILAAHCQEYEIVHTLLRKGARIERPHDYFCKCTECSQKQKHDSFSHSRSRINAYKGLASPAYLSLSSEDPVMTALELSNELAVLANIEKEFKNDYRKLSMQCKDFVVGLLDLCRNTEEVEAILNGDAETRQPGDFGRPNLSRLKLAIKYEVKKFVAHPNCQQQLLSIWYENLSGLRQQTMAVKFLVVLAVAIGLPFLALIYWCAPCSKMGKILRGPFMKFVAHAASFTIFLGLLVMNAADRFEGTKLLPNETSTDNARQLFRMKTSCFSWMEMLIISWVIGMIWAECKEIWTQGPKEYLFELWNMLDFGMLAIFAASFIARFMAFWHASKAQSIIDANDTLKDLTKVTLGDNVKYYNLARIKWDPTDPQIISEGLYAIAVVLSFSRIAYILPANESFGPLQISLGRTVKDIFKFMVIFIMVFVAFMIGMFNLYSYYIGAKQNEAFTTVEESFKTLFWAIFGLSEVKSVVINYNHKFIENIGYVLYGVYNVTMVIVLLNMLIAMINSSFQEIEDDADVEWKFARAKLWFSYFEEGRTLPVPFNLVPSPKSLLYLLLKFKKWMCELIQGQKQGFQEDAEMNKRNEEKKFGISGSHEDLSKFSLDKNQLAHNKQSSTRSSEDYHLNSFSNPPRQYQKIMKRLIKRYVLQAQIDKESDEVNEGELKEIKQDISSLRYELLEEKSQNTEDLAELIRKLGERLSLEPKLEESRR
TRPC4 act – opens the mouse TRPC4 cation channel; Q9QUQ5; HEK293 TRPC4beta/mu-opioid, Fluo4 calcium fluorescence; hits give high values; B-score at 10 µM; 0.49% of 310,000 active; AID 2237;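 active = B-score above 5 SD of library B-scores, and initial fluorescence ratio not above library mean plus 5 SD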;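 also: positive B-score marks a calcium rise read as TRPC4 activation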
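Technique: kinetic Fluo4 calcium fluorescence; Test system: TRPC4beta and mu-opioid receptor HEK293 stable cells; Measure: B-scored integrated calcium fluorescence ratio; Benchmarks: low control buffer alone, high control maximal DAMGO; Schedule: 45 min room-temperature Fluo4 loading, 110 s read.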
TRPC4 block – inhibitors of mouse TRPC4 channel; HEK293 TRPC4beta/mu-opioid, DAMGO-evoked Fluo4 calcium flux; hits give low values; B-score at 10 µM; Q9QUQ5; 0.39% of 300,000 active;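 active = B-score over 3 SD under the library average, no early fluorescence shift, positive overall ratio signal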
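Assay system – HEK293 line stably carrying TRPC4beta and mu-opioid receptor · Doses – single dose · Detection – Fluo4 calcium-dye fluorescence, kinetic read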
ANO1 block – blocks the mouse calcium-activated chloride channel TMEM16A; AID 588511; HEK293 TMEM16A/YFP iodide influx fluorescence, ionomycin; 1.2% of 310,000 active; Q8BHY3; normalized B-score (activity score, 25-100; higher = stronger inhibition) at 10 µM;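 active = ratio plate-corrected score three or more library SD toward inhibition, starting fluorescence score within five deviations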;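 also: score derived from kinetic fluorescence span divided by baseline fluorescence per well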
TRPC6 activator – mouse TRPC6 channel activation; B-score at 10 µM; Q61143; HEK293-TRPC6 membrane potential dye fluorescence; hits give high values; 0.13% of 310,000 active;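 active = B-score of the integrated fluorescence ratio above library mean plus 3 SD, and starting fluorescence ratio within library mean plus 5 SD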;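 also: higher score means more depolarization so channel activation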
MrgX1 antagonist – antagonists of human MrgX1 receptor; MRGX1-HEK293 calcium flux, Fluo-4, BAM8-22 antagonism; hits give low values; B-score at 10 µM; 1.3% of 310,000 active; AID 588676;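 active = calcium-response B-score plate-corrected more than 3 library SD below zero, starting fluorescence within 5 deviations, no agonist response on first addition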;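 also: peak minus trough fluorescence over baseline after final BAM8-22 challenge near maximal dose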
ANO1 activ – mouse TMEM16A channel activation, primary screen; 0.3% of 340,000 active; B-score at 10 µM; HEK293 TMEM16A/YFP-H148Q/I152L, iodide quench fluorescence; hits give low values; Q8BHY3;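 active = fluorescence-ratio B-score plate-corrected deviation score at least 3 library SD below zero, with starting fluorescence score within 5 deviations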;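 also: channel opened by trigger with iodide after compound preincubation; score built on the fluorescence ratio of max minus min over baseline; more negative score means more quench and so TMEM16A activation or potentiation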
MrgX1 ag – agonists of human MrgX1 receptor. MrgX1-HEK293 cells, Fluo-4 calcium fluorescence, agonist mode; hits give high values. B-score at 10 µM. 0.44% of 310,000 active. AID 588627;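 active = calcium response B-score plate-corrected fluorescence ratio at least 3 library SD, with starting fluorescence B-score inside 5 SD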
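Material: MrgX1-expressing HEK293 cells / Dosing: compound as first of three additions / Incubation: overnight seeding, then 1 h dark dye loading / Signal: Fluo-4 NW calcium fluorescence / Evaluation: B-scored fluorescence response ratio / Benchmarks: positive and negative control wells on each plate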
RGS4 inh – inhibitors of human RGS4 | 0.45% of 310,000 active | HEK293 M3R/RGS4 inducible, Fluo-4 calcium flux; hits give high values; triggered by carbachol at its EC20 | B-score at 10 µM | AID 463165 | P49798;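 active = B-score, a plate-corrected calcium signal, over three deviations above library mean, with baseline fluorescence within five deviations of library mean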;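 also: RGS4 expression induced by doxycycline in cells with stable M3 receptor; B-score is computed from the integrated fluorescence ratio over baseline after carbachol; higher B-score means a larger calcium signal and so more RGS4 inhibition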
* hit, by the source's call; i = inactive; x = not tested or not shown.

SMILES | TRPC4 potent | MrgX1 allo act | TRPC6 inh | TRPC4 act | TRPC4 block | ANO1 block | TRPC6 activator | MrgX1 antagonist | ANO1 activ | MrgX1 ag | RGS4 inh
O=C(N/N=C/c1ccc(O)cc1)c1cc(-c2ccc3c(c2)OCO3)n[nH]1 | i | i | i | i | i | i | i | i | i | i | i
N#CCCN1CCN(S(=O)(=O)c2ccc(S(=O)(=O)NC3CCCCC3)cc2)CC1 | i | i | i | i | i | i | i | i | i | i | i
Cc1ccc(N(C(=O)CNC(=O)c2ccco2)C(C(=O)NC2CCCCC2)c2ccncc2)cc1F (configuration not stated) | i | i | i | i | i | i | i | i | i | i | i
C#CCN1C(=O)S/C(=C/c2cc(C)n(CC)c2C)C1=O | i | i | i | i | i | i | i | i | i | i | i
Cc1cccc(N(CC(=O)NC2CCCCC2)C(=O)Cn2nnc(-c3ccc(C)o3)n2)c1 | i | i | i | i | i | i | i | i | i | i | i
Cc1nc2ccc(Br)cn2c1C(=O)N/N=C\c1ccccc1Cl | i | i | i | i | i | i | i | i | i | i | i
Cc1ccc(OCCSc2nnc(-c3cccs3)n2C)cc1 | i | i | i | i | i | i | i | i | i | i | i
CCOc1ccc(Cl)cc1CNc1nnnn1C | i | i | i | i | i | i | i | i | i | i | i
COc1ccc(Cn2cccc(NC(=O)Nc3cccc(OC)c3)c2=O)cc1 | i | i | i | i | i | i | i | i | i | i | i
N#C/C(=C\c1ccc(N2CCOCC2)o1)c1nc2ccccc2[nH]1 | x | i | x | x | x | i | x | i | i | i | x
O=C(CN1CCN(c2ccc(O)cc2)CC1)Nc1cc(S(=O)(=O)N2CCCC2)ccc1Cl | i | i | i | i | i | i | i | i | i | i | i
CC(=O)O[C@@H]1[C@@]2(C)O[C@H]2CC[C@]23O[C@H]2[C@H](OC3=O)C2=C(C)C(=O)O[C@@]21O | i | i | i | i | i | i | i | i | i | i | i
CNC(=O)CSc1nccn1Cc1ccc(Cl)cc1 | i | i | i | i | i | i | i | i | i | i | i
Cc1cc(CC(C)C)n(-c2nc3ccccc3c(=O)n2OCC(=O)N(C)C)n1 | i | i | i | i | i | i | i | i | i | i | i
Cc1nn(C)cc1CN1CCC(n2nccc2NC(=O)CCCc2ccccc2)CC1 | i | i | i | i | i | i | i | i | i | i | i
CCOC(=O)c1cnc2ccc(Br)cc2c1NCCCN1CCOCC1 | i | i | i | i | i | i | i | i | i | i | i
O=C(N/C(=C\c1ccc([N+](=O)[O-])cc1)C(=O)N1CCOCC1)c1ccccc1 | i | i | i | i | i | i | i | i | i | i | i
Cc1cccc(C(=O)NNC(=O)c2ccccc2O)c1 | i | i | i | i | i | i | i | i | i | i | i
CCOc1cc(C=O)ccc1OS(=O)(=O)c1ccc(NC(C)=O)cc1 | i | i | i | i | i | i | i | i | i | i | i
O=C(NC(=S)NC1C2CC3CC(C2)CC1C3)c1ccccc1 (configuration not stated) | i | i | i | i | i | i | i | i | -4.7* | i | i
COc1ccc(/C=C/CN2CCC(n3nccc3NC(=O)C3CCCC3)CC2)cc1 | i | i | i | i | i | i | i | i | i | i | i
CCOC(=O)c1c(C)[nH]c(C(=O)N/N=C/c2ccc(Br)cc2)c1C | i | i | i | i | i | i | i | i | i | i | i
O=C(N/N=C\c1ccc(OC(=O)c2ccco2)cc1)c1ccc(Cl)cc1 | i | i | i | i | i | i | i | i | i | i | i
COc1ccc(Cl)cc1S(=O)(=O)Oc1ccc(NC(C)=O)cc1 | i | i | i | i | i | i | i | i | i | i | i
Cc1ccc(/C=C2\SC(N3CCCC3)=NC2=O)cc1 | i | i | i | i | i | i | i | i | x | i | i
Cc1cccnc1NC(=S)NCc1ccco1 | i | i | i | i | i | i | i | i | i | i | i
CC(=O)Nc1cccc(NC(=O)CSc2nc3ccccc3o2)c1 | i | i | i | i | i | i | i | i | i | i | i
Cc1ccc(S(=O)(=O)N2CCN(CC(=O)NC3CCCc4ccccc43)CC2)c(C)c1 (configuration not stated) | i | i | i | i | i | i | i | i | i | i | i
CCOC(=O)CN1C(=O)N[C@@H](c2ccccc2)C(C(=O)OC)=C1C | x | i | x | x | x | i | x | i | i | i | x
CCC(C)N1C(=O)/C(=C/c2c(NCCCOC(C)C)nc3c(C)cccn3c2=O)SC1=S (configuration not stated) | x | i | x | x | x | i | x | -11* | i | i | x
COc1cc2c(cc1OC)C(c1ccc(N(C)C)cc1)NCC2 (configuration not stated) | i | i | i | i | i | i | i | i | i | i | i
Cc1ccc(C(=O)c2ccc([N+](=O)[O-])cc2)cc1C | i | i | i | i | i | i | i | i | i | i | i
COc1ccccc1NC(=O)CSc1nc2nc(C)cc(C)c2c(=O)[nH]1 | i | i | i | i | i | i | i | i | i | i | i
O=[N+]([O-])c1ccc(N2CCCCCC2)c([N+](=O)[O-])c1 | i | i | i | i | i | i | i | i | i | i | i
CC12CCC(=O)N1C(C(=O)Nc1ccccc1F)CS2 (configuration not stated) | i | i | i | i | i | i | i | i | i | i | i
Fc1ccccc1CSc1nnc2ccc(-c3ccncc3)nn12 | i | i | i | i | i | i | i | i | i | i | i
CNc1nc2ccccc2n1/N=C/c1cccc(OC)c1OC | i | i | i | i | i | i | i | i | i | i | i
CCOC(=O)Cn1c(C)[n+](C)c2cc(Cl)c(Cl)cc21 | i | i | i | i | i | i | i | i | i | i | i
C=CCn1c(C)nnc1SCC(=O)NC1CC1 | i | i | i | i | i | i | i | i | i | i | i
CC(C)Cc1nc(Nc2ccc(S(=O)(=O)N3CCCC3)cc2)c2nnn(Cc3ccccc3)c2n1 | i | i | i | i | i | i | i | i | i | i | 4.8*
O=c1[nH]nc(-c2ccc(F)cc2)cc1Cc1ccc(F)cc1 | i | i | i | i | i | i | i | i | i | i | i
CCCn1nnc(NC(=O)/C=C/c2cc(Br)ccc2OC)n1 | i | i | i | i | i | i | i | i | i | i | i
CCOc1ccc(S(=O)(=O)N(C)c2ccc(OCC(=O)Nc3nccs3)cc2)cc1 | i | i | i | i | i | i | i | i | i | i | i
Cc1ccccc1Nc1nc(N)nc(CN(C)c2ccccc2)n1 | i | i | i | i | i | i | i | i | i | i | i
O=C(NNc1ccccc1)C(=O)N1CCCCC1 | i | i | i | i | i | i | i | i | i | i | i
OCCNc1nc2ccccc2n1-c1ncnc2sc3c(c12)CCC3 | i | x | i | i | i | x | i | x | i | x | i
Cc1c(C=O)c2ccccn2c1C(=O)c1ccccc1 | i | i | i | i | i | i | i | i | i | i | i
CCC(C(=O)NCc1ccc(F)cc1)N(Cc1ccco1)C(=O)c1snc(C(N)=O)c1N (configuration not stated) | i | i | i | i | i | i | i | i | i | i | i
Cc1cc(C)cc(C(=O)NC(=S)Nc2cccnc2)c1 | i | i | i | i | i | i | i | i | i | i | i
CCCNC(=O)c1c(CSc2ccc(Cl)cc2)noc1C(=O)NCc1ccccc1 | i | i | i | i | i | i | i | i | i | i | i
O=C(Cc1ccc(-n2cccc2)cc1)NCc1ccccc1Cl | i | i | i | i | i | i | i | i | i | i | i
NC(=O)CSc1nnc(-c2ccc(S(=O)(=O)N3CCCC3)cc2)n1CC1CCCO1 (configuration not stated) | i | i | i | i | i | i | i | i | i | i | i
O=C(O)c1ccccc1C(=O)Nc1ccc(S(=O)(=O)Nc2ccc(F)cc2)cc1 | i | i | i | i | i | i | i | i | i | i | i
COCC(=O)N1CCC(Oc2ccc(C(=O)NCCc3ncccc3C)cc2)CC1 | i | i | i | i | i | i | i | i | i | i | i
COc1ccc(Oc2ccc(NC(=O)c3ccccc3C)cc2)cc1 | i | i | i | i | i | i | i | i | i | i | i
O=c1[nH]n(-c2cccc(Cl)c2)c2ncccc12 | i | i | i | i | i | i | i | i | i | i | i
COC(=O)C1=C(CCc2ccccc2)NC(=O)NC1c1ccc(Cl)cc1 (configuration not stated) | 29* | i | i | i | i | i | i | i | i | i | i
CC#CCNCc1ccccc1 | i | i | i | i | i | i | i | i | i | i | i
Cc1c(Cl)cccc1NC(=O)CSc1ccc(-c2cccnc2)nn1 | i | i | i | i | i | i | i | i | i | i | i
COC(=O)c1ccc(C(=O)OC)c(NC(=O)CN(c2ccc3c(c2)OCO3)S(C)(=O)=O)c1 | i | i | i | i | i | i | i | i | i | i | i

Carrying on.
SMILES | TRPC4 potent | MrgX1 allo act | TRPC6 inh | TRPC4 act | TRPC4 block | ANO1 block | TRPC6 activator | MrgX1 antagonist | ANO1 activ | MrgX1 ag | RGS4 inh
CN1CCN(S(=O)(=O)c2cccc(S(=O)(=O)c3cccc(S(=O)(=O)N4CCN(C)CC4)c3)c2)CC1 | i | i | i | i | i | i | i | i | i | i | i
O=C(COC(=O)/C=C/c1cccs1)Nc1nc(-c2ccccc2)cs1 | i | i | i | i | i | i | i | i | i | i | 15*
O=C(COC(=O)c1ccccc1NC(=O)c1ccco1)Nc1ccc2c(c1)OC(F)(F)O2 | i | i | i | i | i | i | i | i | i | i | i
CCn1c(SCC(=O)Nc2ccc3c(c2)n(C)c(=O)n3C)nnc1-c1ccncc1 | i | i | i | i | i | i | 12* | i | i | i | i
CCN1CCN(c2cc(N3CCN(C(=O)c4ccco4)CC3)c3c4c(onc24)-c2ccccc2C3=O)CC1 | i | i | -5.9* | i | i | i | i | i | i | i | i
CC1CCCC(C)N1S(=O)(=O)c1ccc(NC(=O)CNCC2CCCO2)cc1 (configuration not stated) | i | i | i | i | i | i | i | i | i | i | i
C=CCNC(=O)NC(=O)COC(=O)CNS(=O)(=O)c1ccc(F)c(F)c1F | i | i | i | i | i | i | i | i | i | i | i
Cc1c(NC(=O)c2ncn[nH]2)cccc1-c1nc2ccccc2s1 | i | i | i | i | i | i | i | i | i | i | i
CCOC(=O)c1c(CN2CCOCC2)n(-c2ccccc2)c2cc(Br)c(O)cc12 | i | i | i | i | i | i | i | i | i | i | i

Assay outcomes deposited in PubChem BioAssay by Johns Hopkins Ion Channel Center.
